Bioassay records (PubChem BioAssay)
C-LANA FP = KSHV C-LANA DNA binding inhibition. 0.078% of 340,000 active. AID 504423. MBP-C-LANA/FAM-LBS DNA binding, fluorescence polarization. inhibition, % at 9 µM;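 active = highest replicate inhibition at or above 60% at 9 µM, even if other replicates fall short; inactive = all replicates below 60% inhibition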;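 note: 0% = neutral control wells and 100% = 4 µM acridine orange control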
RTF Ca sens inh = cardiac RTF calcium desensitization. IANBD-labeled cardiac RTF, Ca2+ fluorescence. 0.12% of 340,000 active. inhibition, % at 7.15 µM. P19429+P45379;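 active = inhibition above the mean inhibition of all tested compounds plus 3 SD, cut at about 17% in these data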;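 note: assay run at fixed EC70 calcium of 1.6 mM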
CAL PDZ FP-1 = CAL PDZ (human) peptide binding inhibition | purified CAL PDZ, TMR-peptide fluorescence polarization, 1 h | inhibition, % at 24.9 µM | Q9HD26 | 0.92% of 300,000 active | AID 602252;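 active = mean inhibition of at least 30% with at least half of replicates also reaching 30%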;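 note: 0% = DMSO neutral control and 100% = excess unlabeled competitor peptide PRC23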
Pemphigus Ab inh = human desmoglein-3 autoantibody binding inhibition; DSG3-coupled beads, scFv-anti-DSG3-GFP binding, flow cytometry; stronger effect = lower value; binding (percent of control), % at 10 µM; 0.48% of 310,000 active; AID 588358;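 active = binding more than 3 SD below its plate's average and above zero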;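 note: hits lower antibody fragment binding to DSG3; some compounds called inactive have numbers as strong as hits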
CAL PDZ FP-2 = inhibitors of human CAL PDZ peptide binding; 0.02% of 330,000 active; inhibition, % at 20 µM; Q9HD26; purified CAL PDZ, TMR-peptide fluorescence polarization, 1 h; AID 504414;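 active = highest replicate inhibition of at least 40%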;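 note: plate controls were DMSO neutral control wells for no effect and unlabeled competitor peptide control wells for full effect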
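Control set: unlabelled peptide and DMSO controls / Material: purified CerCALP PDZ construct / Timing: 1 h incubation at room temperature before polarization reading / Doses: 20 µM, one dose / Detection: fluorescence polarization (mP)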
V-ATPase pHluor = alters yeast V-ATPase proton transport; S. cerevisiae, pHLuorin cytosolic pH fluorescence; response, % at 10 µM; 0.37% of 350,000 active; AID 504577; in the data active = response mostly above about 7.3%, no sharp cut-off; inactive = mostly below about 5.4%; note: actives read high; inactives centre near 0; some compounds called inactive have numbers as strong as hits
Keap1-Nrf2 PPI = inhibitors of human Keap1-Nrf2 protein-protein interaction. Keap1 Kelch-Nrf2 peptide fluorescence polarization, 1536-well. inhibition, % at 9.4 µM. 0.15% of 340,000 active. AID 504523; in the data active = inhibition above about 12%;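 note: human Keap1 Kelch domain with fluorescein labeled Nrf2 9mer peptide probe; 0% = neutral control wells and 100% = peptide positive control; higher means more block of Keap1 binding to Nrf2 peptide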
Target sequence (Q14145 whole entry, looked up, the tested form may be a part): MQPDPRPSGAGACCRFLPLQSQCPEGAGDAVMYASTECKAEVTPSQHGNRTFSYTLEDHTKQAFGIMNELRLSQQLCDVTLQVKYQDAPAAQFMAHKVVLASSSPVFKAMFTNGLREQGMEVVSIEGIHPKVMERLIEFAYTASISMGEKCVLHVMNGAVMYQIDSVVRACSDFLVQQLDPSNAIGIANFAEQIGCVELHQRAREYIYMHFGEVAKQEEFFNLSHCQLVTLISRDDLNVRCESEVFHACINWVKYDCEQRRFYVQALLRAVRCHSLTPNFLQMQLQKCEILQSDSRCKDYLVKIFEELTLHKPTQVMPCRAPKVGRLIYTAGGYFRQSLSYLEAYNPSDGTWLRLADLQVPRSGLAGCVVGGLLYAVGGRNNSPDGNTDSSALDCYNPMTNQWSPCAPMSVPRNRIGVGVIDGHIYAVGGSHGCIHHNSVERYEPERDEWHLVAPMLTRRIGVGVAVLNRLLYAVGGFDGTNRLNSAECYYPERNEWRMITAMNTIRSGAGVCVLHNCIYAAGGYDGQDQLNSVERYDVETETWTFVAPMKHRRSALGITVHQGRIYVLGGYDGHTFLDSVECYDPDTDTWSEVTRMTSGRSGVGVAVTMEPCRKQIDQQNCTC
Arr AP2 block = inhibitors of human beta-arrestin and AP2 interaction | AID 504490 | inhibition, % at 10 µM | FITC-arrestin peptide / GST-AP2 beads, flow cytometry; AP2 beta2 appendage carries R879A mutation | 0.31% of 340,000 active;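 active = inhibition above a set limit, near 3 SD of compounds lacking own fluorescence, cut at about 54% in these data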;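 note: plate controls were DMSO wells for no effect and 5 µM unlabelled arrestin peptide for full effect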
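Test system: GST-tagged AP2 beta2-adaptin appendage (R879A) on 4 µm glutathione beads; also added: fluorescein-tagged arrestin peptide at 50 nM final; timing: 12 min plus 1 h, RT; signal: flow cytometry, FL1 (488/535 nm); read-out: percent drop in bead-associated FITC signal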
NSD2 HMT inh = blocks human histone methyltransferase NSD2; inhibition, % at 12.5 µM; NSD2 peptide methylation, AlphaScreen, 120 min; O96028; AID 743445; 0.54% of 310,000 active; in the data active = inhibition above about 50%
DAGLB inh = blocks human DAGLB lipase activity | Q8NCG7 | HEK293T DAGLB membrane lysate, EnzChek fluorogenic substrate | inhibition, % at 5.17 µM | 0.059% of 340,000 active; in the data active = inhibition above about 34%;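 note: 0% = enzyme with vehicle and 100% = wells lacking enzyme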
An asterisk follows results filed as active; x = no result given. Only part of the results is shown; count on the stated rates, not on these rows.

mol	V-ATPase pHluor	CAL PDZ FP-2	NSD2 HMT inh	RTF Ca sens inh	Keap1-Nrf2 PPI	C-LANA FP	Pemphigus Ab inh	CAL PDZ FP-1	DAGLB inh	Arr AP2 block
COc1cccc(C(C)NC(=S)NCc2ccc(F)cc2)c1 (configuration not stated)	1	-2.5	-1	-1	-8	-2.0	107	-3	-4	-1
COc1ccc(S(=O)(=O)N[C@@H](Cc2ccccc2)C(=O)N2CC[C@@]3(O)CCCC[C@H]3C2)cc1	0	-0.3	1	5	-6	-1.0	x	-3	2	11
Cc1c(Nc2nc3ccccc3n3cnnc23)cccc1[N+](=O)[O-]	2	-0.9	-8	7	0	0.6	100	-4	-1	-1
Cc1cc(/C=C2/C(=N)N3C(=NC2=O)SN=C3S(C)(=O)=O)c(C)n1-c1ccc(F)cc1	-6	-4.2	4	-11	4	0.0	104	18	11	1
COc1ccc(Cl)cc1NC(=O)CN(C)C(=O)c1ccc2c(c1)CC(c1ccccc1)OC2=O (configuration not stated)	0	-1.8	-4	-2	-3	-2.2	x	-1	0	-9
Cn1c(SCC(=O)Nc2nccs2)nnc1C12CC3CC(CC(C3)C1)C2	4	-1.9	6	1	-4	0.4	93	x	0	12
CN1CCCC1c1cccnc1 (configuration not stated)	-1	-0.9	x	-3	1	-0.3	99	6	0	1
O=C(CNS(=O)(=O)c1ccccc1)OCC(=O)c1ccccc1Cl	5	-0.2	-1	-6	-2	0.1	101	-8	-1	-10
COc1ccc(NC(=S)N(CCN2CCOCC2)Cc2cc3cc4c(cc3[nH]c2=O)OCCO4)cc1	2	-1.4	4	-3	-4	2.5	99	x	1	3
COc1ccccc1-n1c(SCC(=O)NC2CC2)nc2ccccc2c1=O	-4	0.6	0	-6	6	-0.9	102	-6	-1	60*
Cc1ccc(OCCN2C(=O)CSC2=O)cc1	0	-1.7	-2	-5	-3	0.7	103	-2	-1	10
CS(=O)(=O)N(CC(=O)NCCSc1ccccn1)c1ccc(F)cc1	0	-1.5	-3	-1	3	0.3	98	x	1	-3
CC(C)NC(=O)CN1CCN(C(=O)c2ccc3oc(CCCc4ccccc4)nc3c2)CC1	-10	-0.2	2	-9	1	0.4	95	3	2	13
Cc1ccc(NC(=O)CSc2n[nH]c(N)n2)cc1S(=O)(=O)N1CCOCC1	0	-1.4	-2	-4	-3	1.0	87	0	1	-16
[O-][N+]1=C(c2cccs2)CN(O)C1	4	0.1	-2	-2	-1	0.3	x	9	-3	5
COc1cccc(CNC(=O)CCCCCNC(=O)N2CCn3c2nc2ccccc23)c1	3	-0.7	-2	-6	-1	2.3	106	x	-1	1
O=C(O)c1cnn2c1NC(c1cccs1)CC2C(F)(F)F (configuration not stated)	5	1.0	1	-6	4	-2.0	99	x	0	21
Cc1nc2cc(N)ccc2n1C1CCCCC1	6	-0.1	-2	-14	3	-0.5	106	x	4	1
CN(N=Nc1ccccc1C(=O)O)C1CCCCC1	5	x	1	x	x	x	112	x	-2	x
COc1ccccc1CNC(=O)CSc1nnc2c(Cl)cc(C(F)(F)F)cn12	7	-1.8	0	-14	-2	0.6	97	1	0	-10
CCOc1ccc(-c2ccc(/C=C3/C(=N)N4C(C)=CSC4=NC3=O)o2)c([N+](=O)[O-])c1	3	0.1	6	-12	1	1.9	94	0	15	16
CC1CCCCC12NC(=O)N(CC(=O)OCc1c(F)cccc1Cl)C2=O (configuration not stated)	1	-1.0	-1	0	-2	-0.8	91	-9	-3	-9
O=C(Oc1cccc(C(=S)N2CCOCC2)c1)c1cc([N+](=O)[O-])cc([N+](=O)[O-])c1	5	0.6	-2	0	2	8.9	107	-1	-3	3
CCOC(=O)COc1cccc2c(=O)n(CC(=O)N3CCc4ccccc43)ccc12	0	-0.1	x	-1	1	0.8	76	x	2	11
COC(=O)N/N=C/c1ccc([N+](=O)[O-])o1	3	0.5	1	-3	-5	0.7	x	-3	-2	2
O=C(CN(Cc1ccccc1)C(=O)CCC(=O)Nc1ccccn1)NCc1ccco1	11	x	-2	-11	1	-3.1	x	0	0	-2
CCNc1ncnc2c1cnn2C	1	0.2	-3	-9	-3	0.3	x	10	3	-5
CC(Nc1ccc(Cl)c(Cl)c1)C(=O)NN (configuration not stated)	2	-1.1	-1	3	-6	-1.0	113	x	2	7
COc1ccc([N+](=O)[O-])cc1NC(=O)CSCc1ccccc1	-4	-1.2	12	-42	-4	1.8	106	2	-1	-7
O=C(c1ccccc1)C(CCc1ccccn1)CCc1ccccn1	-4	24	1	-5	1	4.6	95	47*	-2	-5

In the list so far, 2 contain a COOH group:
mol	V-ATPase pHluor	CAL PDZ FP-2	NSD2 HMT inh	RTF Ca sens inh	Keap1-Nrf2 PPI	C-LANA FP	Pemphigus Ab inh	CAL PDZ FP-1	DAGLB inh	Arr AP2 block
O=C(O)c1cnn2c1NC(c1cccs1)CC2C(F)(F)F (configuration not stated)	5	1.0	1	-6	4	-2.0	99	x	0	21
CN(N=Nc1ccccc1C(=O)O)C1CCCCC1	5	x	1	x	x	x	112	x	-2	x

Further structures follow.
mol	V-ATPase pHluor	CAL PDZ FP-2	NSD2 HMT inh	RTF Ca sens inh	Keap1-Nrf2 PPI	C-LANA FP	Pemphigus Ab inh	CAL PDZ FP-1	DAGLB inh	Arr AP2 block
CCOC(=O)CC1=C(C(=O)OCC)C(c2ccc(C)o2)C(C#N)=C(N)O1 (configuration not stated)	-2	x	1	-28	1	10	121	-3	-1	-3
COc1cc(/C=C2/N=C(c3ccccc3F)OC2=O)cc(Cl)c1OS(C)(=O)=O	6	-1.1	-1	-3	-4	0.8	96	x	0	2
O=C(NCCc1c[nH]c2ccccc12)C1CCN(Cc2ccc(Br)cc2)CC1	1	-2.0	6	-2	-6	1.2	96	-1	3	1
OCCN(Cc1ccccc1)Cc1ccc(C(F)(F)F)cc1	-2	-0.3	-1	-15	2	0.7	101	0	-6	-5
CC1=C(C(=O)Nc2cc(C(=O)NCc3ccccc3)ccc2C)SCCO1	55*	x	3	x	x	x	107	x	0	x
COCCNC(=O)Cn1ccc2cc(S(=O)(=O)N3CCCCC3)ccc21	4	-1.8	0	0	-2	0.0	x	-1	-2	13
CCCCCCCCNS(=O)(=O)CCNCCCC	-2	-1.5	x	4	6	0.8	99	0	-1	-6
Nc1ccc(OCC(O)C[n+]2ccc(CCS(=O)(=O)[O-])cc2)cc1 (configuration not stated)	1	0.6	11	-4	-5	-2.0	100	x	0	-24
CC1CC(C)C[N+](=C2C=C(N3CCCC3)CC(C)(C)C2)C1 (configuration not stated)	-3	-2.5	-3	-7	3	-1.7	104	1	2	27
CCC(=O)n1nc(-c2ccccc2)nc1NCc1ccccc1	-6	-1.1	x	2	-1	1.1	107	-3	-7	-5
CSc1ccccc1C(=O)NCCOc1cccc(C)c1	7	-1.0	-3	-4	0	0.8	114	0	0	11
COc1ccc(Cl)cc1NC(=S)N(CCN1CCOCC1)C1CCN(C(C)=O)CC1	1	-3.0	-2	-13	-1	-1.3	90	-5	4	-1
CC1CCc2c(sc3nc(CN4CCOCC4)nc(Sc4ccccc4)c23)C1 (configuration not stated)	-1	-1.9	3	-2	-5	-0.5	117	-3	0	1
CCCS(=O)(=O)c1c(S(=O)(=O)CCC)c2ccc(C(N)=O)cn2c1C(=O)OC	-2	-2.6	-2	-12	0	-0.1	97	-1	0	17
CN(C(=O)COC(=O)c1ccccc1SCC(=O)NC1CCCCCCC1)C1CCS(=O)(=O)C1 (configuration not stated)	2	0.2	-1	-5	-5	-0.7	104	-2	1	2
Cn1c(=S)ccc2ccccc21	-2	-2.1	-2	-2	-4	-0.9	95	-1	-2	11
COc1ccccc1C1/C(=C(/O)c2ccccc2)C(=O)C(=O)N1CCO (configuration not stated)	-7	0.0	-2	-16	0	-0.1	98	-1	1	-2
CCS(=O)(=O)N1Cc2ccccc2CC1C(=O)NCCc1ccccc1 (configuration not stated)	0	0.1	-5	-9	-8	1.8	99	0	2	-6
CCOc1ccccc1C(=O)N1CCN=C1SCc1cccnc1	3	-1.8	-1	-8	-8	0.0	106	x	-4	2
Cc1cc(N2C(=O)C(O)=C(C(=O)c3ccc(C)o3)C2c2cccc(Oc3ccccc3)c2)no1 (configuration not stated)	-1	-3.2	21	-11	4	-1.2	113	-6	14	25
CNS(=O)(=O)c1cccc(C(=O)OCc2cc(=O)oc3c(C)c(O)ccc23)c1	0	-2.4	1	-5	-3	-1.1	100	-3	1	13
CC(C)(C)c1ccc(C(=O)Nc2ccc(O)c3c(=O)cc(-c4cccc(Cl)c4)oc23)cc1	1	-0.9	x	-8	-10	-1.7	100	-3	1	3
COc1cc2c(cc1NC(=O)CSc1cccc[n+]1[O-])oc1ccccc12	-4	-2.7	0	3	3	0.6	97	-2	-3	56*
COc1ccc(CN2C(=O)Cc3c2nc(N)c2c(N)nc(N4CCOCC4)c(C#N)c32)cc1	-1	0.2	0	-23	-3	-1.0	100	3	4	2
Nc1nc(-c2ccco2)c(-c2ccco2)s1	-5	0.8	4	1	3	-0.6	94	-5	4	29
CCN(CC)CCCNC(=O)CSc1nc(-c2ccc(F)cc2)cc(C(F)(F)F)n1	-1	-1.5	8	-6	1	-0.8	92	-7	3	34
CC(C)(C)P(=O)(CO)c1ccccc1 (configuration not stated)	5	-0.1	2	-1	-7	-1.0	103	x	1	4
COc1ccc2c(c1)nc(CN1CCN(CCO)CC1)n2C	-2	-0.1	-2	2	-1	2.2	114	-1	0	-7
CCCC/C=C/[C@H](c1ccccc1)[C@H](CO)Cc1cccnc1	1	-0.4	x	6	-2	0.5	106	-4	-4	19
COc1cc([N+](=O)[O-])ccc1NC(=O)COC(=O)c1c[nH]c(=O)[nH]c1=O	5	-0.8	2	-10	-1	0.9	119	-6	1	9
COc1ccc(CC(=O)N2CCN(c3cccc(C)c3C)CC2)cc1	1	-0.5	-1	1	0	1.2	115	-5	-13	7
O=C(c1ccc2ncsc2c1)N1CCN(c2ccc(O)cc2)CC1	-1	-1.1	5	-8	-5	-1.0	93	17	-2	65*
Cc1nnc(SCC(=O)NC(=O)NC(C)(C)C)n1N	-1	-1.1	2	-1	2	-0.9	x	0	2	23
CC(C)C(=O)N(c1ccc2oc(=O)sc2c1)S(=O)(=O)c1cccs1	0	-0.4	0	-2	-4	2.3	102	-5	15	0
CC(C)(C)c1ccc(C(=O)NCCNC(=O)c2ccco2)cc1	4	-2.9	-1	-1	-6	-2.7	x	-3	2	-6
COc1ccccc1NC(=O)c1ccc(NC(=O)COC(=O)c2cncc(Br)c2)cc1	1	-0.4	1	-15	1	-3.0	x	-3	-4	34
N#Cc1cc2c(nc1SCC(=O)Nc1sc3c(c1C#N)CCC3)CCCCCC2	0	-0.1	x	-14	-1	-0.2	x	1	-1	2
